NPC1 promoter act = qHTS Assay for NPC1 Promoter Activators. 320,000 compounds, 2.4% hits. AID 485313, 2010. Potency, µM (doses to about 9.22 µM), for inactives: at the highest dose activation, usual class: activators. Huh7 NPC1 promoter luciferase reporter, 24 h;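 also: % of control where 0% means no effect; nearly all actives have a fitted effect of over 60% in size; reporter is driven by a mutant NPC1 promoter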
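Luciferase expression driven by the NPC1 promoter was measured in stably transfected Huh7 cells after a 24 h compound incubation, using a luciferase reagent and a luminescence read.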
FLuc modulator = qHTS profiling assay for firefly luciferase inhibitor/activator using purifed enzyme and Km concentrations of substrates (counterscreen for miR-21 project). Luciferin 4-monooxygenase (Photinus pyralis), P08659. purified FLuc, Km substrates, luminescence inhibition. Potency, µM (doses to about 57.5 µM), for inactives: top-dose activity change, negative = inhibition, actives largely listed as inhibitors. 360,000 compounds, 6.9% hits;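 also: plate controls were vehicle for no effect and reference inhibitor for full effect; nearly all actives have a fitted effect of over 55% in size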
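Purified P. pyralis luciferase, 10 nM final, with Km-level 10 uM D-luciferin and 10 uM ATP in 50 mM Tris acetate pH 7.5, 10 mM Mg acetate, 0.01% Tween-20, 0.05% BSA; 6-point qHTS titration about 60 µM downward; luminescence read.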
ELG1 genotoxic = qHTS screen for small molecules that induce genotoxicity in human embryonic kidney (HEK293T) cells expressing luciferase-tagged ELG1 | HEK293T ELG1-luciferase reporter, luminescence, 16 h | Potency, µM (doses to about 46 µM), for inactives: top-dose activity change, positive = activation, usual class: activators | 330,000 compounds, 1.3% hits; also: % of control where 0% means no effect; nearly all actives have a fitted effect of over 60% in size
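16 hr compound incubation (37 °C, 5% CO2) of HEK293T cells carrying luciferase-tagged ELG1; luciferase then measured by ONE-Glo luminescence after 30 min at RT.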
MBNL1-CUG inh = qHTS Assay for Inhibitors of MBNL1-poly(CUG) RNA binding | TR-FRET MBNL1-His/biotin-(CUG)12 binding, 665/545 ratio | 280,000 compounds, 0.036% hits | Muscleblind-like protein 1 (Homo sapiens), Q9NR56 | Potency, µM (series often up to 57.5 µM), inactives show at the top dose activity change, negative = inhibition, usual class: inhibitors | AID 2675, 2010; active = well fitted inhibition curve with a large enough effect in the signal ratio, with a control signal flat, not every such curve was filed as active; inconclusive = small, poorly fitted or top-dose-only effect, or effect the other way, or a change in a side signal; inactive = no such curve, though single readings can be large or run the other way; the % refers to the signal ratio; also: % is scaled to controls: 0 for no effect and ±100 for the full control effect
Target sequence (Q9NR56 whole entry, looked up): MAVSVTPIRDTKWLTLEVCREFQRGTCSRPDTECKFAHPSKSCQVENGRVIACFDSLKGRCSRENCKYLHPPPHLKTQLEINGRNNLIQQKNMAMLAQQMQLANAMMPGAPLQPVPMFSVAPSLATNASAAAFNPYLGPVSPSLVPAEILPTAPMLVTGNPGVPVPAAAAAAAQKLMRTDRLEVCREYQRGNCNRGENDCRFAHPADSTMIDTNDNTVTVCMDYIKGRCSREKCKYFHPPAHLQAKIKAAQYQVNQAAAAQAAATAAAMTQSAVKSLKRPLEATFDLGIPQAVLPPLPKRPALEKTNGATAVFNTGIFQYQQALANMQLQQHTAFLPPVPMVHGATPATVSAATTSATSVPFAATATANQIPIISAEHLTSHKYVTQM
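His-tagged MBNL1 binding to biotinylated (CUG)12 RNA was measured by TR-FRET using terbium anti-His antibody (0.055 ng/ul final) and streptavidin-XL665 (5 nM final). Compounds were titrated 92 nM to 58 uM; 60 min at room temperature.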
RORgamma inh = qHTS for inhibitors of ROR gamma transcriptional activity; Nuclear receptor ROR-gamma (Mus musculus), P51450; Drosophila S2 Gal4-RORgamma UAS-luciferase reporter, 20 h; Potency, µM (titrated, usually from 53.6 µM), inactives show top-dose activity change, negative = inhibition, actives largely listed as inhibitors; 310,000 compounds, 5.4% hits; AID 2551, 2010; also: % is scaled to controls: 0 for no effect and ±100 for the full control effect; nearly all actives have a fitted effect of over 60% in size
Target sequence (P51450 whole entry, looked up, the tested form may be a part): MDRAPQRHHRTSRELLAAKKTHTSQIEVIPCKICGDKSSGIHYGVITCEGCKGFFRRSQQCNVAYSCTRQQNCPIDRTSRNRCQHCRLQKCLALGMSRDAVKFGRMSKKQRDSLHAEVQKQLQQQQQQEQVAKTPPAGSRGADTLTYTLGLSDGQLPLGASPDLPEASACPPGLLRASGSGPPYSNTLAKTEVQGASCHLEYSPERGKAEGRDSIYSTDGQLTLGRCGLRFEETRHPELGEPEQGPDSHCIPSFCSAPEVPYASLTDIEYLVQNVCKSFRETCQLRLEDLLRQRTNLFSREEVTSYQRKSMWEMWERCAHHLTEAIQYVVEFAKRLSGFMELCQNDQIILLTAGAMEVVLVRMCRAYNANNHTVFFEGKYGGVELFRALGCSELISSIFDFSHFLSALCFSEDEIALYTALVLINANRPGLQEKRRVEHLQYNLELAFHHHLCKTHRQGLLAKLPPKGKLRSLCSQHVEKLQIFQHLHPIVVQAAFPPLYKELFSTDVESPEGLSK
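Stable Schneider cell line, Gal4 DNA-binding domain fused to ROR gamma, UAS-luciferase. Cmpd 1 hr RT → CuSO4 700 uM final → 20 hr RT → luciferase reagent 10 min → luminescence.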
VP16 counter = VP16 counterscreen qHTS for inhibitors of ROR gamma transcriptional activity. Drosophila S2 Gal4-VP16 UAS-luciferase, luminescence, 20 h. Potency, µM (titrated, usually from 53.6 µM), for inactives: at the top dose activity, negative = inhibition, most hits filed as inhibitors. 310,000 compounds, 3.5% hits. AID 2546, 2010;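 also: Gal4-VP16 expression switched on by copper sulfate through the metallothionein promoter; % is scaled to controls: 0 for no effect and ±100 for the full control effect; nearly all actives have a fitted effect of over 50% in size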
p53 reactivation = qHTS assay for re-activators of p53 using a Luc reporter | H1299 p53-A138V BP100-luciferase reporter, luminescence, 24 h | 320,000 compounds, 0.063% hits | Potency, µM (titrated, usually from 92.2 µM), inactives show at the top dose activity change, positive = activation, usual class: activators; also: % of control where 0% means no effect; nearly all actives have a fitted effect of over 45% in size
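H1299 (p53-null), stable ts p53-A138V + BP100-Luc; 1000 cells/well, Opti-MEM/10% FBS; cpd 4 pt, 1:5; 24 h, 37 deg C, 5% CO2; detection reagent 10 min RT; luminescence.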
uPA surface inh = qHTS for Inhibitors of Cell Surface uPA Generation | 330,000 compounds, 0.31% hits | cell surface uPA generation assay, qHTS | AID 540303, 2011 | Potency, µM (highest dose often 38.3 µM), for the others: at the highest dose activity change, negative = inhibition, usual class: inhibitors; active = well fitted inhibition curve with a large enough effect; inconclusive = small, poorly fitted or top-dose-only effect; inactive = no such curve, though single readings can be large or run the other way; tested in mouse RAW 264.7 cells; also: % is scaled to controls: 0 for no effect and ±100 for the full control effect; nearly all actives have a fitted effect of over 55% in size
BRCA1 expr act = qHTS Assay to Identify Small Molecule Activators of BRCA1 Expression | 380,000 compounds, 1.1% hits | MCF7-BRCA1-FFLuc reporter, luminescence, 48 h; response scale: scaled: vehicle 0%, 10 µM genistein 100% | Potency, µM (doses to about 46.1 µM), for inactives: top-dose activation, usual class: activators; also: nearly all actives have a fitted effect of over 80% in size; some results filed as inactive show a strong effect at the top dose
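Luminescence from a BRCA1-driven firefly luciferase in MCF7 cells was the read-out, taken 15 min after substrate addition following 48 h compound exposure at 37 °C. Data were normalized to a 10 microM genistein control and DMSO vehicle.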
Rab9 prom act = qHTS Assay for Rab9 Promoter Activators | Huh7 Rab9 promoter-luciferase reporter, luminescence, 24 h | Potency, µM (highest dose often 9.22 µM), for inactives: at the top dose activation, negative = inhibition, hits mostly activators | 320,000 compounds, 2.8% hits; also: % of control where 0% means no effect; nearly all actives have a fitted effect of over 60% in size
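Using Huh7 cells stably transfected with Rab9 promoter–luciferase, compounds were incubated 24 h at 37 °C, 5% CO2; luciferase luminescence was read 10 min after reagent addition.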
* = called active by the depositor; ? = inconclusive; . = no result given; [ ] = dose if it differs, or a comment. Unless noted, calls follow the shape of the dose curve; as a rule, active = well fitted curve in the direction sought with a large enough effect; inconclusive = small, poorly fitted or top-dose-only effect, or another doubt; inactive = no such curve, though single readings can be large; an effect the other way counts as inactive or inconclusive. Potency is read from the fitted curve at half-maximal effect.

Compound	NPC1 promoter act	FLuc modulator	ELG1 genotoxic	MBNL1-CUG inh	RORgamma inh	VP16 counter	p53 reactivation	uPA surface inh	BRCA1 expr act	Rab9 prom act
COCCOc1cc(NC(=O)CS(=O)CC(=O)N(C)C)c(Cl)cc1Cl (stereo not given)	-1.8%	0.2%	1.6%	-9.0%	-6.1%	0.8%	0.4%	-4.5%	-7.3%	-2.6%
CCc1nc(NCCN)c(C#N)c2c1CSC(C)(C)C2	0.3%	-0.1%	-0.6%	5.2%	-10.7%	1.0%	-3.7%	4.6%	-14.9%	4.8%
CCCCn1nnnc1SCC(=O)Nc1ccc(F)cc1	-6.4%	2.1%	3.1%	-2.8%	15.9%	-1.9%	0.2%	1.3%	11.7%	2.1%
O=C(c1ccccc1Br)N1CCC(c2nc3ccccc3s2)CC1	-5.9%	-2.5%	-6.6%	-6.8%	8.9%	-2.8%	-4.0%	9.4%	-15.9%	-12.2%
CC(C)=CCN1CCNC(=O)C1CC(=O)NCc1nc(C)c(C)s1 (stereo not given)	-5.4%	-0.3%	3.6%	-4.6%	6.4%	2.7%	-1.3%	-0.8%	-13.3%	2.5%
C[C@@H]1COC(=O)[C@@H](CC(=O)OC(C)(C)C)C/C=C\C[C@@H](CC(=O)N[C@@H](CO)Cc2ccccc2)C(=O)N1	.	.	1.6%	.	.	.	-5.6%	9.0%	-13.0%	.
CCCc1cc(=O)oc2cc(C)cc(OCC(=O)NCc3cccnc3)c12	1.7%	0.4%	-4.2%	-3.9%	-9.4%	-2.6%	-5.9%	-3.0%	-4.4%	3.2%
CCNC(=O)N(CC)C[C@H]1N[C@@](Cc2ccccc2)(C(=O)OC)[C@H]2C(=O)N(Cc3ccccc3)C(=O)[C@@H]12	.	.	-2.4%	.	.	.	5.6%	6.3%	-3.2%	.
COc1ccc(N(CC(=O)NC2CCCCCC2)S(=O)(=O)c2ccccc2)cc1Cl	-0.2%	1.0%	-7.1%	-3.0%	8.7%	2.9%	-2.0%	3.3%	-51.3%	19.6%
CCOc1ccc(S(=O)(=O)N2CCC(C(=O)OCc3ccc(OC)cc3)CC2)cc1	0.1%	0.1%	-2.8%	.	.	.	-5.1%	-1.3%	0.1%	-0.8%
CCCCCC(=O)Nc1cccc(S(=O)(=O)NC2=NCCCCC2)c1	-4.4%	3.5%	0.5%	.	.	.	2.9%	7.7%	-18.8%	2.0%
Cc1ccccc1NC(=S)NC(C)C(c1cccs1)N1CCOCC1 (stereo not given)	-3.1%	11.3%	-2.8%	-23.4%	2.82µM*	22.4µM*	-1.2%	-0.5%	-10.8%	0.6%
Cc1[nH]nc(SCC(=O)NCc2ccccc2)c1[N+](=O)[O-]	-0.3%	0.6%	3.9%	.	-11.4%	-5.0%	-0.4%	-8.4%	5.5%	-1.1%
O=C1CN(S(=O)(=O)c2ccccc2)c2ccccc2N1	-1.3%	-5.3%	-4.1%	0.7%	?	10.1%	2.3%	1.0%	10.3%	-7.6%
CC(C)(C)OC(=O)C[C@@H]1C/C=C\C[C@@H](CC(=O)N[C@H](CO)Cc2ccccc2)C(=O)N2CCC[C@H]2COC1=O	.	.	-6.1%	.	.	.	-1.5%	4.3%	-3.5%	.
Cc1cc(C(F)F)n2nc(C(=O)Nc3ccccc3F)nc2n1	-0.2%	-1.6%	3.9%	1.8%	32.2%	1.5%	-4.4%	-1.0%	-22.7%	-3.6%
CN1CCN(c2ccc(NC(=O)COc3ccc4ccccc4c3)cc2)CC1	-4.8%	-4.9%	9.1%	-3.3%	-7.6%	?	16.5%	1.9%	18.7%	0.0%
COc1ccccc1C(C)NCC(=O)NCC(=O)Nc1ccc(F)c(F)c1F (stereo not given)	-4.5%	0.9%	1.2%	-3.9%	-35.4%	-0.4%	-3.3%	1.6%	-8.6%	0.4%
COC(=O)C1=C(C)N(C)C(=O)/C1=C\c1ccco1	-1.5%	?	-1.6%	?	0.1%	-2.2%	12.4%	-5.1%	-96.4%[inhibitor]	-4.8%
O=C(Nc1ccc(Cl)cc1)c1ccc(CN2CCc3ccccc3C2)cc1	-24.9%	0.7%	-2.5%	-4.2%	?	?	?	?	64.5%	-25.1%

Quoted at random: 2 entries already listed, in no set order.
Compound	NPC1 promoter act	FLuc modulator	ELG1 genotoxic	MBNL1-CUG inh	RORgamma inh	VP16 counter	p53 reactivation	uPA surface inh	BRCA1 expr act	Rab9 prom act
CN1CCN(c2ccc(NC(=O)COc3ccc4ccccc4c3)cc2)CC1	-4.8%	-4.9%	9.1%	-3.3%	-7.6%	?	16.5%	1.9%	18.7%	0.0%
CCCc1cc(=O)oc2cc(C)cc(OCC(=O)NCc3cccnc3)c12	1.7%	0.4%	-4.2%	-3.9%	-9.4%	-2.6%	-5.9%	-3.0%	-4.4%	3.2%

Further records:
Compound	NPC1 promoter act	FLuc modulator	ELG1 genotoxic	MBNL1-CUG inh	RORgamma inh	VP16 counter	p53 reactivation	uPA surface inh	BRCA1 expr act	Rab9 prom act
S=c1[nH]ccn1Cc1ccccc1	-5.1%	-3.1%	-0.1%	0.5%	11.2µM*	?	-8.1%	2.8%	2.7%	6.1%
N#CC1(NC(=O)CN2C(=O)c3ccccc3C2=O)CCCCC1	-1.4%	2.3%	-3.0%	.	.	.	0.8%	6.8%	-8.5%	-2.7%
CCCN1C2=NCCCN2c2ccccc21	-0.4%	-1.1%	-6.4%	-1.0%	-13.1%	7.9%	-3.2%	-7.4%	4.2%	1.2%
COCCN1C=C2C(=O)C(C)(OC(=O)C3CCCC3)C(=O)C=C2C=C1c1ccsc1 (stereo not given)	0.1%	-0.6%	2.3%	?	-15.1%	-0.6%	0.0%	21.6%	8.2%	-3.7%
CO[C@H]1CC[C@@]2(C)[C@@H](CC[C@@H]3[C@@H]2CC[C@@]2(C)[C@H]3C[C@H](C(=O)O)O[C@]23CCCO3)C1	.	.	1.4%	.	.	.	-2.1%	1.8%	-8.8%	.
C=CCN(CC=C)C(=O)COn1nnc2ccc(S(=O)(=O)N3CCOCC3)cc21	-1.5%	10.0%	11.4%	.	.	.	-3.2%	-0.4%	-6.0%	-0.1%
Cc1ccc(S(=O)(=O)N(C)C)cc1NC(=O)C1CCC1	-3.7%	-2.6%	0.0%	8.8%	-10.4%	-4.7%	3.1%	1.5%	0.8%	1.4%
COCC(=O)N1CCC(Oc2ccc(C(=O)NCc3cnc(C)cn3)cc2)CC1	9.8%	0.8%	3.1%	-7.2%	0.7%	-7.0%	-1.0%	-1.7%	-9.3%	-0.6%
Cc1ccccc1C(=O)Nc1ccc2c(c1)CCCN2C(=O)c1cccs1	0.3%	-14.7%	-7.2%	3.1%	?	1.3%	6.8%	-4.4%	14.3%	21.2%
CSc1nnc(-c2sccc2-n2cccc2)o1	-8.1%	0.4%	-6.6%	10.6%	-13.2%	-12.2%	-5.3%	0.4%	1.9%	-7.1%
Cc1cccc(-c2nc(CNC(=O)c3ccco3)cs2)c1	12.7%	?	?	10.2%	.	.	.	-3.1%	84.0%	29.7%
COc1cc(-c2noc(C)n2)cc(OC)c1OC	-3.1%	-1.9%	1.8%	4.5%	-12.3%	-7.4%	-4.3%	9.2%	-5.7%	-1.9%
O=C(CN1C(=O)/C(=C/c2ccccc2)SC1=S)NC1C=CS(=O)(=O)C1 (stereo not given)	-0.3%	-14.0%	-0.2%	?	0.4%	-17.2%	-8.9%	-12.4%	-4.8%	-0.2%
CCN1CCN(c2nc(N)c([N+](=O)[O-])c(Nc3ccc(C)cc3)n2)CC1	-3.3%	-0.3%	2.0%	.	-15.3%	1.0%	-1.1%	1.1%	-12.7%	-1.4%
CC(Sc1nc(N)cc(=O)[nH]1)C(=O)Nc1nc2c(s1)CCCC2 (stereo not given)	1.6%	3.1%	-5.0%	-3.0%	-1.2%	-1.8%	0.9%	-2.7%	0.3%	11.9%
CCOC(=O)[C@@H]1[C@H]2COc3ccc(Br)cc3[C@@H]2N2C(=O)N(c3cccc(Cl)c3)C(=O)[C@@]12C	.	.	-2.8%	.	.	.	-3.6%	2.9%	-9.5%	.
COc1ccc(CNC(=O)CSc2ncn[nH]2)cc1OC	1.6%	0.0%	0.0%	-4.3%	-5.1%	-15.3%	1.8%	-6.2%	-17.4%	-0.2%
O=C(NCCOc1ccccc1)C1CCC(=O)N(CCN2CCOCC2)C1 (stereo not given)	2.3%	-1.2%	0.4%	-6.2%	1.0%	8.2%	-0.2%	-7.5%	0.0%	-4.7%
Cc1cc(C)nc(N2CCC(C(=O)Nc3ccc4c(c3)OCCO4)CC2)n1	-3.4%	-8.3%	2.3%	-7.5%	8.2%	-3.0%	1.7%	2.2%	8.1%	-0.3%
